High-throughput results as filed in PubChem BioAssay.
BRCA1 expr up = increases BRCA1 expression; actives 1.1% (n = 380,000); Potency, µM (doses to about 46.1 µM), without a hit: at the top dose activation, hits mostly activators; AID 624202; MCF7-BRCA1-FFLuc reporter, luminescence, 48 h; response scale: scaled: vehicle 0%, 10 µM genistein 100%; also: potency is read from the fitted curve at half-maximal effect; nearly all actives have a fitted effect of over 80% in size; some results filed as inactive show a strong effect at the top dose
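MCF7-BRCA1-FFLuc cells, 2000/well in phenol-red-free MEM, attached 2 h then treated 48 h at 37 C. Luciferase luminescence read 15 min after reagent; normalized to genistein maximum activation (10microM) and DMSO, concentration-response fitted.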
p53 reactivation = mutant p53 re-activation in reporter cells; H1299 p53-A138V BP100-luciferase reporter, luminescence, 24 h; Potency, µM (series often up to 92.2 µM), inactives show at the top dose activity change, positive = activation, most hits filed as activators; actives 0.063% (n = 320,000); also: potency is read from the fitted curve at half-maximal effect; % of control where 0% means no effect; nearly all actives have a fitted effect of over 45% in size
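H1299 (p53-null), stable ts p53-A138V + BP100-Luc; 1000 cells/well, Opti-MEM/10% FBS; cpd 4 pt, 1:5; 24 h, 37 deg C, 5% CO2; detection reagent 10 min RT; luminescence.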
TSG101-PTAP inh = blocks PTAP/TSG101 interaction to inhibit HIV-1 budding. Q99816. Potency, µM (top dose mostly 115 µM), for inactives: top-dose activity change, negative = inhibition, most hits filed as inhibitors. Fluorescence polarization, FITC-PTAP peptide / Tsg101 binding. 340,000 tested, under 10 active. AID 493005; active = well fitted inhibition curve with a large enough effect in the main read-out, with a control signal flat, not every such curve was filed as active; inconclusive = small, poorly fitted or top-dose-only effect, or effect the other way, or a change in a side signal; inactive = no such curve, though single readings can be large or run the other way; also: potency is read from the fitted curve at half-maximal effect; % of control where 0% means no effect
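Compounds were pin-transferred onto Tsg101 binding domain (10 uM final) in HEPES pH 7.5 buffer, then FITC-PTAP peptide was added at 50 nM final. After 20 min at RT, polarization reported peptide displacement across a qHTS concentration series.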
CXXC DNA block = inhibitors of human MLL CXXC domain-DNA interaction; Potency, µM (titrated, usually from 115 µM), for inactives: at the highest dose activity change, negative = inhibition, most hits filed as inhibitors; MLL-CXXC / FITC-HOXA9 DNA fluorescence polarization; actives 0.037% (n = 290,000); Q03164; AID 2662; active = well fitted inhibition curve with a large enough effect in the polarisation, with a control signal flat, not every such curve was filed as active; inconclusive = small, poorly fitted or top-dose-only effect, or effect the other way, or a change in a side signal; inactive = no such curve, though single readings can be large or run the other way; the % refers to the polarisation; also: potency is read from the fitted curve at half-maximal effect
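Fluorescence polarization: 7 uM MLL-CXXC (stock) preincubated 5 min with compounds, then 50 nM fluorescein-HOX-A9 DNA (stock) added; 30 min ambient. Buffer 50 mM Tris-HCl pH 7.5, 50 mM NaCl, 1 mM DTT, 0.05% BSA.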
a7 integrin act = activates integrin-mediated alleviation for muscular dystrophy. Potency, µM (highest dose often 38.3 µM), without a hit: top-dose activation, usual class: activators. alpha7betagal myoblasts, beta-gal FDG fluorescence, 48 h. actives 0.064% (n = 350,000);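 also: potency is read from the fitted curve at half-maximal effect; 100% = response of the positive control SU9516; nearly all actives have a fitted effect of over 60% in size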
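Alpha7betagal+/- myoblasts (passage 13) were plated 16-24 hr, then exposed to compounds (1:260 dilution of DMSO stock) for 48 hours at 37C. After MPER lysis, β-galactosidase reporter activity was read as FDG fluorescence (ex 480/em 540) after 30 minutes.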
B2AR arrestin = recruits beta-arrestin to the human beta2-adrenergic receptor. P07550. beta-arrestin recruitment to beta2AR, cell-based reporter. Potency, µM (series often up to 46.1 µM), for inactives: at the highest dose activation, hits mostly activators. actives 0.02% (n = 330,000);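 also: potency is read from the fitted curve at half-maximal effect; 0% = DMSO controls and full agonism = EC100 isoproterenol or metaproterenol; nearly all actives have a fitted effect of over 65% in size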
TCR act = T cell receptor activation | primary human leukocytes, anti-CD3, IL-2 HTRF, 48 h | 330,000 tested, under 10 active | Potency, µM (highest dose often 9.22 µM), without a hit: top-dose activation of IL-2 secretion, actives largely listed as activators | AID 504894; also: % of control where 0% means no effect
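48 hr co-incubation of compounds, a-CD3 beads and primary human leukocytes; IL-2 quantified homogeneously by HTRF with anti-IL-2 K and d2 conjugates.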
AT treatment = potential ataxia-telangiectasia treatment; actives 0.19% (n = 320,000); Potency, µM (titrated, usually from 57.5 µM), inactives show top-dose activation, usual class: activators; […] A-T fibroblasts, KAP-1 phosphorylation AlphaLISA; neocarzinostatin DNA damage 30 min before lysis; AID 485349; also: potency is read from the fitted curve at half-maximal effect; % of control where 0% means no effect; nearly all actives have a fitted effect of over 45% in size
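ATM-like activity read as KAP-1 phosphorylation via AlphaLISA donor/acceptor antibody pairs after lysis and 6 hr at 25C. Cells were ATM-null patient fibroblasts ([…], hTERT), dosed 60 min, then exposed to the DSB inducer NCS for 30 min.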
ELG1 repair inh = inhibitors of ELG1-dependent DNA repair in HEK293T cells; HEK293T ELG1-luciferase reporter, luminescence, 16 h; DNA damage induced by 5-fluorouridine; Potency, µM (doses to about 46.1 µM), without a hit: top-dose activity change, negative = inhibition, hits mostly inhibitors; actives 2.3% (n = 330,000); AID 504467; also: potency is read from the fitted curve at half-maximal effect; % is scaled to controls: 0 for no effect and ±100 for the full control effect; nearly all actives have a fitted effect of over 55% in size
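Step one: seed 2,000 cells per well. Step two: pin-transfer compound or DMSO alongside 5-fluorouridine. Step three: incubate 16 hr, 37 °C, 5% CO2. Step four: add ONE-Glo, wait 30 min, read luminescence.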
TRPV1 ag = agonists of human vanilloid receptor 1 (TRPV1). actives 0.19% (n = 320,000). TRPV1-expressing cells, Fluo-8 calcium influx, agonist mode. Q8NER1. activation, % at 8.33 µM; in the data active = activation above about 80%; inconclusive = between about 30% and that limit; also: 0% is about no effect
Target sequence (Q8NER1 whole entry, looked up): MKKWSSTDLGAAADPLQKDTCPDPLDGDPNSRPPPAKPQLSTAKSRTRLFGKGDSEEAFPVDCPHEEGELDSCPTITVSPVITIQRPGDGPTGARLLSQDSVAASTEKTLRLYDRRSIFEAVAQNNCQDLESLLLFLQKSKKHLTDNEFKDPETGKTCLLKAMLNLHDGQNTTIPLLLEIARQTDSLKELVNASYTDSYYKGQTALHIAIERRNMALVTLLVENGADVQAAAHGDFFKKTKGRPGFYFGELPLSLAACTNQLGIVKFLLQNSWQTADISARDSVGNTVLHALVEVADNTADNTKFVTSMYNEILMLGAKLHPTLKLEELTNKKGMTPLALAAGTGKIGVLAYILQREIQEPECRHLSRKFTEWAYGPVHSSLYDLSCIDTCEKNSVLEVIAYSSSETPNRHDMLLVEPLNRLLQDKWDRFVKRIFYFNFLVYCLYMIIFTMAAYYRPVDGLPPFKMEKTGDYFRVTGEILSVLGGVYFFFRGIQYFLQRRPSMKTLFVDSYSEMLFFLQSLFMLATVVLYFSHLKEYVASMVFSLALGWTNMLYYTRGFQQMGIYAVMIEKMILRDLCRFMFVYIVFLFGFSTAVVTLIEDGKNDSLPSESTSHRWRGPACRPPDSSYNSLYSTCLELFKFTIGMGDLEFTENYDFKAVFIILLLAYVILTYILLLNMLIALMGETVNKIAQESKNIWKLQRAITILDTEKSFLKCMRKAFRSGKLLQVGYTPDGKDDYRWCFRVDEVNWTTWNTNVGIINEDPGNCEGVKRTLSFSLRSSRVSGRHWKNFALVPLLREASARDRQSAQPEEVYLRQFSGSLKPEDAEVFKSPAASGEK
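Fluo-8 calcium influx in TRPV1-expressing cells, kinetic read (ex 480/em 520 nm). Compound added and read 3 min for agonist activity, followed by capsaicin at EC20 final and 2 min further read for enhancement.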
Numbers without * were called inactive; ? = inconclusive; nt = no result given; & = joins results of further samples; [ ] = remark or other dose. Unless noted, calls follow the shape of the dose curve; as a rule, active = well fitted curve in the direction sought with a large enough effect; inconclusive = small, poorly fitted or top-dose-only effect, or another doubt; inactive = no such curve, though single readings can be large; an effect the other way counts as inactive or inconclusive.

structure | TSG101-PTAP inh | p53 reactivation | B2AR arrestin | ELG1 repair inh | BRCA1 expr up | TRPV1 ag | a7 integrin act | TCR act | CXXC DNA block | AT treatment
CN(Cc1cc(=O)[nH]c2ccccc12)C(=O)c1ccccc1 | -4.7% | 5.3% | -0.9% | 17.0% | 4.1% | 3.2 | 16.1% | 8.5% | 0.5% | 12.5%
CCOC(=O)C1CCN(Cc2oc(CO)cc(=O)c2O)CC1 | -3.1% | 3.5% | 0.2% | ? | 2.9% | -5.2 | 0.0% | -1.5% | 9.1% | nt
CCCCC(=O)NS(=O)(=O)c1ccc(N=NN(CC)CC)cc1 | 1.0% | 0.6% | -0.5% | 10.3% | -37.5% | 2.6 | 18.5% | 8.1% | 1.2% | 1.4%
Cc1ccc(CN2CC(C(=O)Nc3cc(S(C)(=O)=O)ccc3Cl)CC2=O)cc1 (stereo unspecified) | -3.6% | -8.9% | 0.5% | -17.8% | -17.7% | 2.0 | -6.6% | 2.9% | 8.0% | nt
Cc1nc(SCc2ccccc2)n[nH]1 | -1.1% | nt | -0.8% | ? | 51.8% | -3.1 | -14.4% | -4.7% | -6.9% | 1.9%
CCOc1cc(C2C(C(=O)c3ccco3)=C(O)C(=O)N2CC2CCCO2)ccc1O (stereo unspecified) | 0.0% | -3.2% | -0.3% | 2.5% | -13.1% | 1.7 | ? | 2.4% | 2.7% | -2.8%
O=C(Cc1c[nH]c2ccccc12)OCCOC(=O)Cc1c[nH]c2ccccc12 | 0.7% | -7.3% | -0.2% | -21.9% | 2.7% | 5.0 | -32.2% | -3.5%[46.1 µM] | 9.5% | nt
CCOC(=O)c1sc(=NC(=O)c2cccc(C)c2)n(C)c1C | -1.4% | 20.0% | -0.7% | ? | 3.2% | -3.3 | -9.7% | -1.8% | -6.2% | 1.3%
COc1ccc(C2Oc3ccccc3N2C(C)=O)cc1 (stereo unspecified) | -9.5% | 3.7% | 0.3% | ? | 2.8% | 6.1 | 7.4% | -7.2% | -12.8% | 5.2%
Cc1cccc(-n2c(SCC(=O)NC3CCCC3)nnc2-c2ccoc2C)c1 | -3.9% | -24.1% | -0.2% | -21.2% | -2.1% | 4.5 | -23.4% | 11.7%[46.1 µM] | -13.1% | 1.1%
NC(=O)C(c1ccccc1)c1ccc(C(=O)c2ccccc2)cc1 (stereo unspecified) | -5.3% | -0.9% | -0.6% | -4.1% | -23.7% | 0.0 | -17.0% | 2.4% | 6.6% | 10.4%
CC1(C)CC(=O)C2=C(C1)OC1=C(C(=O)CC(C)(C)C1)C2(C)C | nt | -2.0% | -0.5% | -4.0% | nt | 1.5 | nt | 0.7%[46.1 µM] | 4.0% | 3.5%
N#CC1=C(N)NC(SCc2ccccc2)=C(C#N)C12CCCC2 | -8.4% | -2.7% | -0.6% | ? | -17.4% | -1.8 | 25.8% | -5.0% | 8.8% | -0.9%
Cc1ccc(S(=O)(=O)c2c[nH]c3cc4c(cc3c2=O)OCO4)cc1 | nt | 2.6% | 0.2% | -15.9% | nt | -3.6 | nt | nt | 2.5% | 0.0%
Cc1c(C(=O)N2CCN(C(=O)c3ccccc3)CC2)oc2ccc(F)cc12 | -3.5% | -7.3% | -0.4% | 18.3µM* | -5.0% | 7.1 | 6.4% | -8.2% | nt | -3.8%
O=C(Nc1ccon1)C12CC3CC(C1)CC(n1cnc([N+](=O)[O-])n1)(C3)C2 | -2.9% | -0.9% | 0.4% | 7.2% | 3.8% | 1.0 | -7.0% | -0.3% | 1.3% | -1.8%
O=C(NC1CCCCC1)N1CCN(c2ccc([N+](=O)[O-])cc2)CC1 | -1.6% | -10.5% | -1.3% | ? | -22.9% | 3.1 | -7.6% | -0.1% | -9.1% | 11.2%
Cc1cc(C)n(-c2cccc3cccnc23)n1 | -3.5% | 4.2% | 0.2% | 7.8% | -7.8% | -1.5 | 20.1% | -0.8% | 0.4% | -4.0%
CCN1CCCc2cc(CN(CCN3CCOCC3)C(=S)Nc3ccccc3C)ccc21 | -4.4% | -2.0% | -0.3% | 8.7% | -7.5% | 5.0 | -8.2% | -0.6% | -6.8% | -3.0%
Cc1cnc(CN(C)Cc2c(C(=O)N3CCc4ccccc4C3)nc3ccc(Cl)cn23)[nH]1 | -2.3% | 2.3% | -0.7% | 2.4% | -32.7% | 4.7 | -14.3% | -1.1% | ? | -3.6%[11.5 µM]
Cc1ccc(C)c(OCC(=O)Nc2ccc(S(=O)(=O)Nc3onc(C)c3C)cc2)c1 | -0.2% | -1.6% | -0.1% | 11.6% | 0.1% | -6.3 | 0.4% | -7.0% | -0.1% | 6.3%
COc1cc(S(=O)(=O)N2CCN(C)CC2)c(OC)cc1Cl | 0.7% | 4.0% | 0.0% | -0.6% | -1.9% | -2.9 | 16.0% | 3.1% | 1.0% | 5.4%
CSc1ccc(N2C(=O)NC3(CCCCC3)C2=O)cc1 | -2.3% | ? | 0.2% | ? | ? | -0.5 | 24.6% | -3.2% | 8.2% | -4.1%
COc1ccc(NC(=O)CN2CCC(C(=O)c3ccc(F)cc3)CC2)c(OC)c1 | -0.1% | -6.6% | -0.2% | ? | -7.9% | 18.4 | 5.9% | -6.3% | 0.2% | -7.1%
CC(Oc1ccc(Cl)cc1Cl)C(=O)Nc1cccc(O)c1 (stereo unspecified) | 0.3% | 20.5% | 0.1% | ? | 9.6% | 19.1 | 3.6% | -1.1% | 6.5% | 6.1%
Cc1cn2c(=O)c(C(=O)N3CCN(c4ccccc4F)CC3)cnc2s1 | -6.8% | 3.1% | -0.1% | 29.7% | -6.4% | 1.9 | 1.4% | 6.5% | nt | 2.1%
O=c1nc2n(c3sc4c(c13)CCCC4)C(CBr)CS2 (stereo unspecified) | -0.3% | ? | -0.6% | -10.3% | -58.0% | -0.7 | -36.9% | -0.6% | 0.9% | 2.3%
CC(C)CC1Nc2ncnc(N3CCOCC3)c2N(Cc2ccccc2)C1=O (stereo unspecified) | -10.9% | -2.8% | -0.9% | ? | 0.0%&3.1% | nt | 0.5% | -2.0% | nt | 1.4%
CCN(C(=O)COC(=O)c1cccnc1Nc1cccc(C(F)(F)F)c1)C1CCS(=O)(=O)C1 (stereo unspecified) | -0.4% | 10.8% | -0.5% | 16.9% | -44.5% | 4.5 | 3.2% | -2.5%[46.1 µM] | -2.0% | nt
COCCN(CCOC)c1cc(C)c(C#N)c2nc3ccccc3n12 | -0.5% | 1.5% | -0.4% | 3.6% | -10.5% | -14.9 | 5.2% | -6.7% | -3.0% | 9.1%
Cc1ccc(NC(=O)CCc2ccc(S(=O)(=O)N3CCOCC3)cc2)c(Cl)c1 | -1.0% | -3.0% | -0.7% | ? | -15.2% | nt | -28.4% | -6.7% | nt | -21.5%
Cc1[nH]c2ccccc2c1C(=O)C(C)OC(=O)C1CCC1 (stereo unspecified) | -2.2% | -5.2% | -0.2% | 2.4% | -10.7% | -1.4 | -14.4% | 3.9% | nt | 21.4%
Cc1ccccc1NC(=O)CCCN1C(=O)C2CC=CCC2C1=O (stereo unspecified) | -5.7% | 10.0% | -0.5% | -2.4% | -2.3% | 1.5 | -27.7% | 5.7% | -7.0% | 7.7%
CC1CN(CC(O)COc2ccc(C#N)cc2)CCN1CC(O)COc1ccc(C#N)cc1 (stereo unspecified) | 1.1% | 1.2% | -0.9% | -20.5% | -27.6% | -0.6 | -18.2% | -63.6% | 1.4% | 7.6%
COc1ccccc1N(CC(=O)NCCc1ccccc1)C(=O)CCC(=O)Nc1ccccn1 | 6.2% | -4.7% | -0.2% | -23.2% | -21.7% | 0.9 | ? | 2.3% | -9.1% | -4.8%
NC(=S)Nc1nccc(-c2cccs2)n1 | -5.1% | 0.5% | 0.0% | ? | 4.2% | -2.1 | -23.1% | -3.7% | 14.8% | -0.4%
CCCCNC(=O)CSc1nc2cc3c(cc2c(=O)n1Cc1ccco1)OCO3 | -5.4% | -10.6% | 0.4% | ? | -47.6% | 0.4 | -28.7% | nt | -1.8% | -2.2%
CC(C)N1CCc2c(sc(NC(=O)c3ccc([N+](=O)[O-])o3)c2C(N)=O)C1 | nt | -24.9% | -0.1% | ? | nt | -5.4 | nt | nt | 19.6% | -11.4%
O=C(Cn1cnc([N+](=O)[O-])c1)Nc1ccccc1C(F)(F)F | -5.3% | 12.2% | 0.3% | -11.5% | -1.5% | -1.0 | -26.4% | 2.4% | -10.4% | -6.7%
